From PubChem BioAssay
D2 potentiator – HTS Assay for Positive Allosteric Modulators of the Human D2 Dopamine Receptor: Primary Screen for Potentiators. HEK293 T-REx D2, calcium flux, EC20 dopamine potentiation. D(2) dopamine receptor (Homo sapiens), P14416. 340,000 compounds, 0.34% hits. potentiation, % at 10 µM;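 active = potentiation over 3 SD above the plate norm, cut at about 30% in these data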; note: 0% is about no effect
Target sequence (P14416 whole entry, looked up): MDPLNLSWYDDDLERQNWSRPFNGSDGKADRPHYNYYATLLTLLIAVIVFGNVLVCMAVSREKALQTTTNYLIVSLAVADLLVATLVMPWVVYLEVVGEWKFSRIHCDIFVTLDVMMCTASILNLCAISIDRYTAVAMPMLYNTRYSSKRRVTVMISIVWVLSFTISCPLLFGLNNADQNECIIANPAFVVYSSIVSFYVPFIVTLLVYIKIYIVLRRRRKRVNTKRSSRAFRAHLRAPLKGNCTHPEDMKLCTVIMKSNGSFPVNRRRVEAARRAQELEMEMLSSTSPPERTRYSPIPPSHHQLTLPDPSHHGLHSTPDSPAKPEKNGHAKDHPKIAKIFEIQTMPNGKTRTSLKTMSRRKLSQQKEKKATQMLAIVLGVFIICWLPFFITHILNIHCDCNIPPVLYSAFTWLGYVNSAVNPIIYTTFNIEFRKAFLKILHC
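Cells plated with tetracycline inducer and held overnight at 30 C; calcium dye loaded 30–90 min at room temperature; baseline taken, compound added and read 180 s; EC20 dopamine then added and read 180 s.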
Vif-A3F inh – qHTS for Inhibitors of Vif-A3F Interactions: qHTS; 390,000 compounds, 0.2% hits; HeLa A3F-eYFP + Vif (tagged APOBEC3F with the HIV-1 protein that degrades it), YFP fluorescence increase; Potency, µM (titrated, usually from 46.1 µM), without a hit: at the highest dose activity, negative = active; AID 602313, 2012; note: potency is the fitted concentration of half-maximal effect; % of control where 0% means no effect; nearly all actives have a fitted effect of over 65% in size
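HeLa cells stably expressing Vif plus C-terminally eYFP-tagged A3F were seeded, incubated overnight at 37 deg C, dosed with compound, incubated overnight again at 37 deg C. Yellow fluorescence (Ex 488/Em 500-530) reported blocked Vif-mediated A3F-eYFP degradation.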
Glioma ERSR ind – qHTS for Inducers of the Endoplasmic Reticulum Stress Response (ERSR) in Human Glioma: qHTS; Potency, µM, for inactives: at the top dose activation, most hits filed as activators; U87-MG GRP78 promoter luciferase reporter, 16 h; 420,000 compounds, 0.02% hits; AID 602332, 2012; note: potency is the fitted concentration of half-maximal effect; series mostly up to about 76 µM; % of control where 0% means no effect; nearly all actives have a fitted effect of over 35% in size
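Stably transfected U87-MG human glioma cells carrying a GRP78-based luminescent sensor were seeded at 1000 cells/well, pin-dosed with compounds and incubated 16 h. Luciferase reagent was then added, and end-point luminescence was read after 10 min at room temperature.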
D1 PAM – Potentiators of Human D1 Dopamine Receptor: qHTS. D(1A) dopamine receptor (Homo sapiens), P21728. HEK293 TREx D1 cells, calcium flux, dopamine EC20 potentiation. potentiation, % at 10 µM. 360,000 compounds, 0.036% hits. AID 504651, 2011; in the data active = potentiation above about 30%; note: 0% is about no effect
Target sequence (P21728 whole entry, looked up): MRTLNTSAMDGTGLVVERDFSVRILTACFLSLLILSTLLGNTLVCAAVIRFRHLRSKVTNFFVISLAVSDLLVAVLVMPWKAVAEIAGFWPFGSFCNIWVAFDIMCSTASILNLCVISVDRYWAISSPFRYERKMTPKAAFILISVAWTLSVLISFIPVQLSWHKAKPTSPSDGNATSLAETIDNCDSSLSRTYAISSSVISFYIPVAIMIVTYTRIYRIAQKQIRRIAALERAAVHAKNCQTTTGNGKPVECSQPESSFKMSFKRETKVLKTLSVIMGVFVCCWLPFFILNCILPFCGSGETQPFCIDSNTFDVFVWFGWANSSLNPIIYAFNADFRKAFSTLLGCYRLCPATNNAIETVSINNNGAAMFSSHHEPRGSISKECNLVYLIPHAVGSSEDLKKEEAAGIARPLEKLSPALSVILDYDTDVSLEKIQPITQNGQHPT
D1 agonist – Allosteric Agonists of the Human D1 Dopamine Receptor: qHTS | D(1A) dopamine receptor (Homo sapiens), P21728 | HEK293 T-REx D1 cells, calcium flux, agonist mode | activation, % at 2 µM | 360,000 compounds, 1% hits | AID 504660, 2011; in the data active = activation above about 30%; note: 0% is about no effect
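Tetracycline-induced HEK293 TREx D1 cells, force-coupled to calcium signalling, were dye-loaded with a no-wash calcium kit. Compound was pin-added after a 10 s baseline. Fluorescence was read kinetically at 1 cycle/s for 180 s, with calcium rises flagged as agonism.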
RXFP1 agonist – qHTS Assay for Agonists of the Relaxin Receptor RXFP1; HEK293T-RXFP1 cAMP TR-FRET, 30 min; response scale: percent of porcine relaxin response, buffer zero; 370,000 compounds, 0.3% hits; Potency, µM (top dose mostly 57.5 µM), inactives show at the highest dose activation, most hits filed as activators; Relaxin receptor 1 (Homo sapiens), Q9HBX9; note: potency is the fitted concentration of half-maximal effect; % is set by controls: 0 for no effect and ±100 for the full control effect; nearly all actives have a fitted effect of over 60% in size; many of its hits are not listed in these tables
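Agonist response is measured as cAMP accumulation in an RXFP1-transfected HEK293T line under PDE4 inhibition. Values are scaled between buffer-only and 29 nM porcine relaxin, and EC50s come from standard Hill equation fits.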
Vif-A3G inh – qHTS for Inhibitors of Vif-A3G Interactions: qHTS; HeLa A3G-eYFP + Vif (tagged APOBEC3G with the HIV-1 protein that degrades it), YFP fluorescence, overnight; AID 602310, 2012; Potency, µM (top dose mostly 46.1 µM), for inactives: top-dose activity, negative = active, usual class: inhibitors; DNA dC->dU-editing enzyme APOBEC-3G (Homo sapiens), Q9HC16; 410,000 compounds, 0.076% hits;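 note: potency is the fitted concentration of half-maximal effect; % is set by controls: 0 for no effect and ±100 for the full control effect; nearly all actives have a fitted effect of over 60% in size; hits raise eYFP signal because A3G escapes Vif-driven loss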
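Read-out is eYFP fluorescence (Ex 488/Em 500-530) from Vif-expressing HeLa A3G-eYFP cells; more signal means A3G escaped Vif-mediated degradation. Cells plated overnight, compound pinned in, incubated overnight at 37 deg C.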
D1 antagonist – Antagonist of Human D 1 Dopamine Receptor: qHTS; D(1A) dopamine receptor (Homo sapiens), P21728; HEK293 TREx D1 cells, calcium flux, dopamine EC80; stronger effect = lower value; activity change, negative = inhibition, % at 10 µM; 360,000 compounds, 3.2% hits; in the data active = activity change below about -30%; note: % is set by controls: 0 for no effect and ±100 for the full control effect
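HEK293 T-REx cells expressing inducible, force-coupled D1 receptor; no-wash Ca dye, 30–90 min RT. Cmpd → 180 s read at 1 Hz → EC80 DA → 180 s read.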
LDHA inh – qHTS assay for inhibitors of human lactate dehydrogenase; L-lactate dehydrogenase A chain (Homo sapiens), P00338; 480,000 compounds, 0.15% hits; purified LDHA, NADH/diaphorase-resazurin fluorescence; stronger effect = lower value; activity change, % (values are at about 110 or 230 µM); in the data active = activity change below about -30%; inconclusive = mostly about -25% to -30%;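 note: plate controls were DMSO wells for no effect and wells without enzyme for full effect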
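LDH5 2 nM; NADH 0.06 mM, pyruvate 0.2 mM; 200 mM Tris pH 7.4, EDTA, Tween-20; 5 min RT. Detection: diaphorase 0.133 mg/mL + resazurin 37 µM, fluorescence ex540/em590 at 0 and 20 min; normalized to enzyme-free and DMSO wells.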
* = called active by the depositor; ? = inconclusive; / = no result given. Unless noted, calls come from the whole dose curve; as a rule, active = well fitted curve in the direction sought with a large enough effect; inconclusive = small, poorly fitted or top-dose-only effect, or another doubt; inactive = no such curve, though single readings can be large; an effect the other way counts as inactive or inconclusive. Only part of the results is shown, so the mix of outcomes need not match the whole.

SMILES	D2 potentiator	Vif-A3F inh	Glioma ERSR ind	D1 PAM	D1 agonist	RXFP1 agonist	Vif-A3G inh	D1 antagonist	LDHA inh
CCc1ccc(OC(=O)CSc2nnc(-c3ccc4c(c3)OCO4)o2)cc1	5.2	-6.9%	-5.3%	0.6	1.6	4.5%	0.3%	2.0	-2.0
CCOc1ccc2c(c1)C(c1ccc(C)cc1)=NNC(c1ccc(OC)cc1)=N2	-1.8	1.7%	1.4%	-3.2	-0.6	-0.4%	-13.6%	0.2	-8.6
COc1cc(NC(=O)c2cc([N+](=O)[O-])ccc2Br)ccc1NC(=O)c1ccco1	-4.1	17.6%	2.3%	-9.7	0.5	1.0%	-1.7%	-45.2*	-3.4
CC(C)(C)c1ccc(C(=O)Nc2cccc([N+](=O)[O-])c2)cc1	-8.6	-24.2%	2.1%	-4.2	9.5	0.1%	-0.5%	-15.6	-4.2
O=C(c1cn(-c2ccccc2)nc1-c1ccc(Br)cc1)N1CCOCC1	5.1	2.3%	-5.6%	-2.4	1.3	2.7%	0.8%	2.7	0.2
CCN(CC)P1(=O)OC(c2cc(OC)c(OC)c(OC)c2)=Nc2c1c(C)nn2-c1ccccc1 (centres undefined)	4.1	12.4%	-4.5%	-0.6	1.6	3.2%	-0.1%	2.4	-1.3
Cc1ccc(S(=O)(=O)N(C)CCCC(=O)N2CCOCC2)cc1	1.5	3.6%	1.2%	0.3	1.1	1.4%	-10.1%	4.2	-1.4
COc1cc(OC)c(NC(=O)CSc2cc(=O)n(C)c3ccc(Cl)cc23)cc1Cl	4.2	-0.6%	-0.7%	5.4	-0.4	?	-0.3%	5.2	-2.3
COCCCNC(=S)NC1CC2CCCC(C1)N2Cc1ccco1 (centres undefined)	-15.8	0.1%	-2.0%	-8.4	-0.2	1.7%	-2.7%	-10.6	-13.1
CCOc1ccc(/C=C(/NC(=O)c2ccccc2Cl)C(=O)O)cc1	/	1.3%	3.0%	11.1	1.8	0.5%	-0.6%	-10.0	-15.0
CCOc1cc(C(=O)OCC(=O)c2c(C)[nH]c3ccccc23)ccc1OCC(=O)N1CCOCC1	5.4	4.9%	-4.1%	-5.4	4.8	-0.3%	-0.6%	-1.8	-9.7
COc1ccc2c(c1)C(=O)C(=O)N2	10.3	-6.5%	-2.1%	14.3	1.7	-0.1%	-2.4%	5.2	8.7
COc1ccc(CC(=O)N(C)CC(=O)Nc2c(C)cccc2C)cc1S(=O)(=O)N1CCOCC1	-11.7	-0.1%	-2.3%	/	4.3	2.8%	0.0%	-5.6	1.6
Cc1cccc(C(=O)Nc2cccc(C(=O)OCc3cc(=O)n4nc(C(C)C)sc4n3)c2)c1	6.5	-10.8%	-5.0%	-0.8	1.0	1.3%	2.4%	-5.8	-2.6
O=C(CCNS(=O)(=O)c1ccc(Br)cc1)NCc1ccc(Cl)cc1	-1.1	-3.3%	-4.5%	-4.5	6.4	-0.5%	2.5%	-7.0	-1.1

Brought forward from above: 2 compounds, then new ones.
SMILES	D2 potentiator	Vif-A3F inh	Glioma ERSR ind	D1 PAM	D1 agonist	RXFP1 agonist	Vif-A3G inh	D1 antagonist	LDHA inh
Cc1cccc(C(=O)Nc2cccc(C(=O)OCc3cc(=O)n4nc(C(C)C)sc4n3)c2)c1	6.5	-10.8%	-5.0%	-0.8	1.0	1.3%	2.4%	-5.8	-2.6
O=C(CCNS(=O)(=O)c1ccc(Br)cc1)NCc1ccc(Cl)cc1	-1.1	-3.3%	-4.5%	-4.5	6.4	-0.5%	2.5%	-7.0	-1.1
COCC(C)n1c(C)cc(C(=O)COc2ccc(S(=O)(=O)N3CCOCC3)cc2Cl)c1C (centres undefined)	1.6	-5.4%	-3.4%	0.2	1.2	0.9%	1.9%	-19.1	-4.7
Cc1cc(-c2nnc(SCC(=O)Nc3cccc(Cl)c3)n2N)n[nH]1	-1.9	-8.2%	0.2%	-1.1	2.1	-0.1%	0.1%	6.8	-1.5
COc1ccc(CNC(=O)CN2CCSc3ccccc32)c(OC)c1	-3.2	9.6%	2.7%	-1.8	-0.3	-1.3%	0.9%	3.9	-2.7
COc1ccc(C2NCCc3c2[nH]c2ccccc32)cc1CSc1nc2ccccc2s1 (centres undefined)	15.8	-8.3%	-11.1%	-3.4	6.1	-0.2%	-23.1%	5.1	0.5
COc1ccc(CNCc2cccc3ccccc23)cc1	-17.0	5.2%	3.1%	-4.1	14.3	2.5%	0.0%	15.2	-11.6
Oc1cccc(-c2nc(-c3cccs3)c(-c3cccs3)[nH]2)c1	1.6	2.8%	-2.2%	-2.9	0.5	?	-12.5%	9.4	1.2
Cc1c(C(=O)NCCCN2CCOCC2)sc2ncnc(N3CCN(c4ccccc4)CC3)c12	-3.7	-9.9%	-1.7%	3.9	4.6	3.6%	-0.3%	-6.0	-8.7
O=C(NCC(c1cccnc1)N1CCOCC1)Nc1ccccc1 (centres undefined)	-1.4	2.4%	-0.5%	7.4	0.4	0.0%	0.2%	-7.9	-12.2
COc1ccc(-n2c(=S)[nH]c3cc(C(=O)NCc4ccccc4OC)ccc3c2=O)c(OC)c1	-2.1	1.5%	-4.6%	-1.6	11.1	-0.9%	-3.9%	7.5	-1.7
Cc1ccc(N(C)S(=O)(=O)c2cccc(C(=O)NCCCN3CCCC3=O)c2)cc1	-10.0	-10.0%	0.3%	-3.9	0.8	-1.1%	-3.5%	-2.0	1.0
Cc1ccc(C)c(-n2c(SCC(=O)Nc3nonc3C)nnc2-c2ccoc2C)c1	-8.3	6.0%	-1.9%	-8.6	0.5	0.7%	1.0%	-9.1	-5.2
C=CCNC(=O)CSc1nnc(-c2cccs2)o1	0.5	0.4%	4.2%	-0.2	5.4	0.3%	-0.9%	5.0	-5.8
COc1cccc(CN2C(=O)CCC2(C)C(=O)NC2CCCCCC2)c1 (centres undefined)	5.7	-2.6%	-4.2%	0.8	2.0	-0.6%	0.9%	-2.5	-4.6
COc1cccc(C(=O)Nc2ccc(C(F)(F)F)n(C)c2=O)c1	4.2	8.5%	5.3%	-7.8	-0.7	-0.1%	-9.3%	-10.6	4.0
COc1ccc2c(c1OC)C(=O)OC2Nc1nc(-c2cc3cc(Br)ccc3oc2=O)cs1 (centres undefined)	12.9	3.9%	2.9%	4.3	1.1	7.6%	-0.8%	-7.2	-8.7
CCOc1cc2c(cc1O)C(=NOC)CC1C2CCC2(C)C(O)CCC12 (centres undefined)	/	-14.7%	-4.2%	/	/	/	?	/	16.9
CCOc1ccc(N(CC)C(=O)CSc2n[nH]c(-c3ccccc3)n2)cc1	6.4	-1.0%	-0.2%	-0.5	1.0	-1.0%	-0.3%	0.6	-8.4
Cc1nc2cccnc2n1C1CCN(C(=O)Nc2ccccc2)CC1	-0.8	2.5%	0.7%	-0.2	0.2	1.1%	-1.7%	0.3	-3.2
Cn1c(=O)[nH]c(=O)c2cc(C(=O)c3cc(F)ccc3O)cnc21	11.6	3.4%	-4.1%	-1.8	4.6	0.0%	0.2%	-11.4	0.2
CCOC(=O)c1sc(=S)n(-c2cccc(C(F)(F)F)c2)c1SC	10.5	-4.3%	-1.9%	-0.9	7.0	-1.5%	-3.3%	-32.2*	1.7
CC1CC(C)CN(C(=O)CN(C)S(=O)(=O)c2ccc3c(c2)c(=O)n(C)c(=O)n3C)C1 (centres undefined)	-2.8	-3.5%	0.7%	1.9	3.8	6.4%	-5.4%	-0.7	-2.2
CC1=NN(c2ccc(C)cc2C)C(=O)C1C(c1ccccc1O)C1C(=O)N(c2ccc(C)cc2C)N=C1C (centres undefined)	/	-7.1%	-0.6%	0.3	-1.3	2.4%	-3.6%	-12.6	-2.7
CCCCNC(=O)CSc1nc2nc(C)c(Cc3ccccc3C)c(C)n2n1	20.7	-18.9%	-2.4%	1.9	-0.3	-0.4%	1.2%	-9.7	-6.4
COc1ccc(F)cc1S(=O)(=O)N1CCc2ccccc2C1	/	-6.2%	-2.4%	/	/	/	-0.3%	/	-0.1
C/C(=N\NC(=O)c1ccc(O)cc1)c1cccc(NC(=O)c2ccc(Cl)cc2)c1	/	11.3%	1.9%	/	/	/	-0.7%	/	-6.4
COC(=O)c1ccc(C(C2C(=O)CC(C)(C)CC2=O)C2C(=O)CC(C)(C)CC2=O)cc1	-6.6	-5.6%	-0.2%	7.3	3.7	-1.7%	1.3%	10.3	1.1
CCNc1nc(NCC)n2c(SCC(=O)Nc3ccc(C)cc3Br)nnc2n1	/	1.5%	-1.3%	/	/	/	0.5%	/	-0.2
COc1ccc(CC(=O)NCc2nnc(SCc3ccc([N+](=O)[O-])cc3)n2C)cc1	5.6	-1.4%	-4.4%	-1.8	3.6	3.0%	-0.1%	-14.3	-4.8
Cc1ccccc1-c1noc(-c2ccc(N3CCOCC3)c([N+](=O)[O-])c2)n1	-2.8	-3.2%	-0.1%	-1.6	0.3	-0.3%	3.9%	-25.6	2.3
CCSc1ccccc1C(=O)Nc1ccc2c(c1)OCO2	-5.7	4.0%	9.1%	2.9	0.2	0.6%	-1.8%	10.0	4.7
COc1cc2c(cc1OC)/C(=C/C(=O)c1ccc(C)cc1)NCC2	-7.5	-1.0%	7.9%	-11.7	0.8	0.2%	-1.1%	-0.4	3.2
COc1ccc(CN2CCCCC2C(=O)Nc2ccc(OC)c(OCC(C)C)c2)cc1OC (centres undefined)	-5.3	-11.2%	-2.6%	-6.3	-2.1	2.5%	-0.7%	19.9	6.7
O=C(c1ccc2c(c1)N(Cc1ccc(F)cc1)C(=O)c1ccccc1S2(=O)=O)N1CCCCCC1	3.2	-2.6%	-3.0%	3.8	8.3	0.2%	0.6%	7.6	-6.0
